# LmPK inh: blocks Leishmania mexicana pyruvate kinase activity; Potency, µM (titrated, usually from 57.5 µM), inactives show at the highest dose activity change, negative = inhibition, usual class: inhibitors; purified LmPK, Kinase-Glo ATP luminescence, 1 h; AID 1721; Q27686; actives 0.37% (n = 290,000); note: potency is the fitted concentration of half-maximal effect; % is set by controls: 0 for no effect and ±100 for the full control effect
# Target sequence (Q27686 whole entry, looked up): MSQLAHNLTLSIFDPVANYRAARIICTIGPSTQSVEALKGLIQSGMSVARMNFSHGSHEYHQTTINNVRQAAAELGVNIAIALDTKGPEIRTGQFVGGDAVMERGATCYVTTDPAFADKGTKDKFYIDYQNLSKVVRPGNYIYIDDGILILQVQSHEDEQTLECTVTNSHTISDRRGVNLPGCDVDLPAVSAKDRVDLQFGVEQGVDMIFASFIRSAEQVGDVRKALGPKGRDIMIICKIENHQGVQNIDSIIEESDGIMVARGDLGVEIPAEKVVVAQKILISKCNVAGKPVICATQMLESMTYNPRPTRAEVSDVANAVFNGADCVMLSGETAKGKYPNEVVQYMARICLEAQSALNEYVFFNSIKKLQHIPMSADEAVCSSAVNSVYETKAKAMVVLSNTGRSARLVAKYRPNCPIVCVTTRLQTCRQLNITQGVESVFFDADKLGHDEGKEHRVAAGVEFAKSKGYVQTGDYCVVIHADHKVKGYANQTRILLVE
#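 In 50 mM imidazole pH 7.2 with 7 mM MgCl2, LmPK (0.1 nM) turned over PEP (0.5 mM) and ADP (0.1 mM) for 1 h at room temperature. Luciferase read-out of ATP.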
# Shiga toxin inh: Shiga toxin inhibition | Vero cells, Shiga toxin protein synthesis inhibition reporter | inhibition, % at 38.7 µM | actives 9.2% (n = 290,000) | AID 2315; in the data active = inhibition mostly above about 28%, no sharp cut-off; inactive = mostly below about 43%; note: 0% is about no effect
# Tb PYK inh: T. brucei pyruvate kinase inhibition; TbPYK enzyme, Kinase-Glo Plus ATP luminescence, 45 min; actives 0.12% (n = 410,000); Q57TT1; Potency, µM (series often up to 76.8 µM), for inactives: at the top dose activity, negative = inhibition, hits mostly inhibitors; AID 624173; note: potency is the fitted concentration of half-maximal effect; % is set by controls: 0 for no effect and ±100 for the full control effect; nearly all actives have a fitted effect of over 50% in size
#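 Glycolytic pyruvate kinase of T. brucei was incubated with substrate, test compound and 130 uM ADP for 45 minutes at room temperature. Luminescent Kinase-Glo Plus signal was measured after 10 minutes.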
# Cycloheximide cs: counter-screen hit for Shiga toxin inhibitors, cycloheximide | cell reporter, cycloheximide protein synthesis inhibition counterscreen | max response, % | actives 12% (n = 300,000) | AID 2314; in the data active = max response mostly above about 13%, no sharp cut-off; inactive = mostly below about 14%; note: read at 38.3 µM for the half of the compounds with a filed dose; 0% is about no effect
# Pf growth 96h: P. falciparum growth inhibition at 96 hours; actives 6.9% (n = 320,000); P. falciparum luciferase reporter growth, 96 h; Potency, µM (doses to about 28.7 µM), inactives show at the top dose activity change, negative = inhibition, hits mostly inhibitors; note: potency is the fitted concentration of half-maximal effect; % is set by controls: 0 for no effect and ±100 for the full control effect
#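 Compounds incubated with erythrocytes infected by luciferase-expressing P. falciparum (2% hematocrit, 0.05% parasitemia final) for 96 hours, 37 C in 5% CO2. Growth inhibition scored as decreased luciferase luminescence.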
# AmpC no deterg: AmpC beta-lactamase inhibition without detergent; P00811; actives 0.52% (n = 330,000); Potency, µM (doses to about 57.1 µM), for inactives: at the top dose activity change, negative = inhibition, actives largely listed as inhibitors; AmpC nitrocefin hydrolysis, absorbance 480 nm, 0.0001% Triton;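 note: potency is the fitted concentration of half-maximal effect; plate controls were no compound for no effect and no enzyme for full effect; nearly all actives have a fitted effect of over 20% in size; some results filed as inactive show a strong effect at the top dose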
# Target sequence (P00811 whole entry, looked up): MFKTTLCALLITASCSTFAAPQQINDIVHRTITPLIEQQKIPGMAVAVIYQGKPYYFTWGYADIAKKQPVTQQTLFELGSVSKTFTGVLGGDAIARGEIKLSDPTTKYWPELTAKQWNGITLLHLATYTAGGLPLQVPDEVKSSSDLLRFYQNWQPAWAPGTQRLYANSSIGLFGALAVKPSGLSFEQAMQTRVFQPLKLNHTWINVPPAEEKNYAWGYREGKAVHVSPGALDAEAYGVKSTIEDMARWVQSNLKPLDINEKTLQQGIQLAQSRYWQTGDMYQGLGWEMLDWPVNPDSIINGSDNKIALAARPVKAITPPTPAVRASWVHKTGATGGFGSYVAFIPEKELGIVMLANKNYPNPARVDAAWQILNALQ
#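 20 mM phosphate pH 7.0 + 0.01% (detergent screen) or 0.0001% Triton X-100; 5.3 nM AmpC reagent; cpd preinc 15 min RT; nitrocefin (800 uM stock) to start; A480 q20 s × 4 min; Activity was normalised to no-enzyme and no-compound control wells.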
# Pf growth 48h: P. falciparum growth inhibition at 48 hours (one generation); actives 5.9% (n = 310,000); Potency, µM (highest dose often 28.7 µM), for the others: at the highest dose activity change, negative = inhibition, most hits filed as inhibitors; P. falciparum luciferase growth in erythrocytes, 48 h; note: potency is the fitted concentration of half-maximal effect; % is set by controls: 0 for no effect and ±100 for the full control effect
#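 Here the parasites carry a stable luciferase gene and grow inside erythrocytes in Albumax-based RPMI medium with compound for one erythrocytic cycle. Activity is scored as loss of luminescent signal.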
# Active calls of the source: *; i = inactive; ? = inconclusive; . = not tested or not shown; [ ] = remark or other dose. Unless noted, calls come from the whole dose curve; as a rule, active = well fitted curve in the direction sought with a large enough effect; inconclusive = small, poorly fitted or top-dose-only effect, or another doubt; inactive = no such curve, though single readings can be large; an effect the other way counts as inactive or inconclusive. This is a random part of the collection; about 22% have a hit in one of these screens.
1) CCc1cccc(C)c1NC(=O)c1cc(-c2ccncc2)nc2ccccc12
2) Cc1c(NC(=O)C(C)N2C(=O)C3CCCCC3C2=O)c(=O)n(-c2ccccc2)n1C (stereo not drawn)
3) O=C(CN1C(=O)/C(=C/c2ccccc2)SC1=S)Nc1ncc(Cc2ccccc2)s1
4) Cc1ccc(/C=C/S(=O)(=O)Nc2ccc(C)cc2)cc1
5) Cn1c(=O)cc(SCC(=O)NCc2ccco2)c2ccccc21
6) S=c1[nH]nc(-c2ccccn2)n1/N=C/c1ccc(-c2ccccc2Br)o1
7) Cc1ccc(C2=NC(C(F)(F)F)(C(F)(F)F)c3c(n(-c4ccc(F)cc4)c(=O)[nH]c3=O)N2)cc1
8) Cc1cccc(-c2nc(C#N)c(NCC3CCCO3)o2)c1 (stereo not drawn)
entry no.	1	2	3	4	5	6	7	8
LmPK inh	.	1%	-4%	-2%	1%	5%	4%	2%
Shiga toxin inh	.	-6	1	28	13	10	-7	89*
Tb PYK inh	1%	-10%	-3%	-1%	1%	?	-3%	0%
Cycloheximide cs	.	-4	2	10	-4	7	5	44*
Pf growth 96h	9.3µM*	0%	-3%	37%[activator]	13%	29%	?	125%[activator]
AmpC no deterg	58%	-13%	-37%	-13%	-10%	-28%	1%	21%
Pf growth 48h	10µM*	2%	.	?	75%[activator]	15%	?	108%[activator]

# 2 compounds picked at random from the list so far, as already listed:
7) Cc1ccc(C2=NC(C(F)(F)F)(C(F)(F)F)c3c(n(-c4ccc(F)cc4)c(=O)[nH]c3=O)N2)cc1
5) Cn1c(=O)cc(SCC(=O)NCc2ccco2)c2ccccc21
entry no.	7	5
LmPK inh	4%	1%
Shiga toxin inh	-7	13
Tb PYK inh	-3%	1%
Cycloheximide cs	5	-4
Pf growth 96h	?	13%
AmpC no deterg	1%	-10%
Pf growth 48h	?	75%[activator]

# Further structures.
9) CCN(c1ccccc1)S(=O)(=O)c1ccc(OC)c(NC(=O)Cc2ccc(OC)c(OC)c2)c1
10) O=C(c1ccccc1)c1nc2c(n1O)CCCCC2
11) CCCN(CCC)C1=N/C(=C\c2ccco2)C(=O)N1c1ccccc1
12) CCNC(=O)COC(=O)/C=C/c1ccccc1[N+](=O)[O-]
13) Cc1c(CN2CCC(CO)(CCOc3ccccc3)CC2)[nH]c2c(Cl)cccc12
14) O=C1NC(c2ccc(-c3ccccc3[N+](=O)[O-])o2)C(C(=O)c2ccc(F)cc2)C(O)(C(F)(F)F)N1 (stereo not drawn)
15) Cc1cc(C)cc(C(=O)NCC(=O)OCN2C(=O)c3ccccc3C2=O)c1
16) CCC(=O)Nc1nnc(SCC(=O)Nc2ccc3c(c2)OCO3)s1
entry no.	9	10	11	12	13	14	15	16
LmPK inh	.	-8%	8%	3%	-3%	3%	.	-11%
Shiga toxin inh	.	44*	-5	3	-26	-10	.	-8
Tb PYK inh	4%	-5%	-1%	4%	6%	-10%	-3%	3%
Cycloheximide cs	.	32*	14	1	-2	-7	.	-1
Pf growth 96h	?	-13%	-15%	6%	13%	?	-23%	-1%
AmpC no deterg	78%[activator]	-13%	-14%	-15%	68%[activator]	6%	-1%	-26%
Pf growth 48h	?	122%[activator]	.	.	?	-19%	-22%	25%

17) O=C1NCCN2CCCC12 (stereo not drawn)
18) CCN(CCCNC(=O)C1CCC(=O)N1Cc1ccccc1Cl)c1cccc(C)c1 (stereo not drawn)
19) COc1ccc(C(=O)COC(=O)c2ccc3ccccc3n2)cc1
20) Cc1c(Nc2nc3ccccc3nc2NS(=O)(=O)c2cccc(Cl)c2)c(=O)n(-c2ccccc2)n1C
21) COc1ccc(-c2cccc(-c3cc(=O)oc4cc5c(cc34)OCO5)c2)cc1
22) O=C1C(=O)N(CCN2CCCCC2)c2ccccc21
23) COC(=O)c1ccc(CSc2nc3c(cnn3-c3ccc(Cl)cc3)c(=O)[nH]2)o1
24) Cc1ccc(S(=O)(=O)c2nc(-c3ccccc3)oc2NCCCN2CCOCC2)cc1
entry no.	17	18	19	20	21	22	23	24
LmPK inh	-2%	10%	-3%	8%	.	-4%	8%	4%
Shiga toxin inh	-19	-13	28	6	i	-19	23	-7
Tb PYK inh	-1%	7%	-6%	9%	-1%	-6%	1%	2%
Cycloheximide cs	-4	-3	20*	-3	30*	1	-1	-2
Pf growth 96h	.	?	-6%	4%	.	-22%	6.6µM*	-28%
AmpC no deterg	-30%	150%[activator]	-5%	-10%	-31%	-22%	-26%	178%[activator]
Pf growth 48h	7%	.	29%	15%	.	3%	1%	?

25) COc1ccc(C2C=C(c3ccc(F)cc3)NC(=S)N2)cc1OC (stereo not drawn)
26) COC(=O)NCC(C)OC(=O)Nc1cccc(Cl)c1 (stereo not drawn)
27) COc1cc2c(cc1OC)C(c1ccc([N+](=O)[O-])cc1)NC(=O)C2 (stereo not drawn)
28) Cc1ccccc1C(=O)Nc1ccc(N2CCCCCC2)cc1
29) O=C(Nc1ccc(-c2nnn(CC(=O)N3CCN(C(=O)c4ccco4)CC3)n2)cc1)c1ccccc1F
30) O=C(CN1CCN(c2ccccc2O)CC1)NCCCc1ccccc1
31) CCc1cccc(NC(=O)C2CCN(S(=O)(=O)c3cccs3)CC2)c1
32) COc1cc2c(cc1OC)C(C)N(S(=O)(=O)c1ccc(C)cc1)CC2 (stereo not drawn)
entry no.	25	26	27	28	29	30	31	32
LmPK inh	2%	2%	1%	-21%	4%	-3%[11.5 µM]	8%	11%
Shiga toxin inh	3	20	-9	37	84*	-10	1	-5
Tb PYK inh	-6%	-6%	2%	-18%	.	-4%	-6%	4%
Cycloheximide cs	-4	11*	-3	19*	51*	-4	1	2
Pf growth 96h	?	?	?	15%	379%[activator]	42%	.	?
AmpC no deterg	-9%	18%	-9%	-42%	140%[activator]	71%[activator]	?	23%
Pf growth 48h	?	28%	14%	31%[activator]	26%	1%	-6%	?

33) O=C(/C=C/c1ccco1)Nc1cccc(C(=O)Nc2ccccc2C(=O)O)c1
34) CC1CC(C)CN(CCCNC(=O)Cn2cccc2C(=O)c2ccccc2)C1 (stereo not drawn)
35) COc1ccc(S(=O)(=O)N2CCCCCC2)cc1C(=O)N(C)Cc1ccc(OC)c(OC)c1OC
36) O=C(Nc1ccc2oc(-c3ccncc3)nc2c1)c1ccc(F)cc1
37) COc1ccc(Cn2c3nc4ccccc4nc3c3c(=O)n(Cc4ccco4)c(C)nc32)cc1
38) CC1CN(C(=O)c2cc3cc(Cl)cc(Cl)c3oc2=O)CC(C)O1 (stereo not drawn)
39) C=CCn1c(=O)c2ccccc2n2c(SC(C)C(N)=O)nnc12 (stereo not drawn)
40) CN(Cc1cnccn1)C(=O)CC1C(=O)NCCN1Cc1cccc(Oc2ccccc2)c1 (stereo not drawn)
entry no.	33	34	35	36	37	38	39	40
LmPK inh	10%	-2%	.	-5%	2%	-2%	1%	-2%
Shiga toxin inh	-6	-10	.	-4	3	-3	-4	-4
Tb PYK inh	?	-3%	1%	-1%	.	-13%	7%	-3%
Cycloheximide cs	-1	4	.	7	5	-4	-2	-3
Pf growth 96h	28%	-1%	?	-2%	?	6%	16%	-3%
AmpC no deterg	-46%	25%	128%[activator]	-13%	61%[activator]	-7%	-12%	109%[activator]
Pf growth 48h	35%[activator]	-10%	?	-12%	?	-27%	30%[activator]	-22%

41) CCCCNC(=S)NC(=O)c1ccccc1Br
42) N=C1SCC(=O)N1c1ncc(Cc2ccccc2Cl)s1
43) CC(NC(=O)CCl)c1ccc(Cl)c(Cl)c1 (stereo not drawn)
44) O=C(CSc1nc2ccccc2c(=O)[nH]1)N1CCCCC1
45) O=C(Cc1ccc(Cl)c(Cl)c1)Nc1ccc(S(=O)(=O)Nc2ncccn2)cc1
46) COc1ccc(N2C(=O)CCC2=O)cc1
47) CC(C)(C)CC(=O)NC(=S)NCc1ccccc1
48) O=C(NCCc1csc(-c2ccccc2)n1)c1c(F)cccc1F
entry no.	41	42	43	44	45	46	47	48
LmPK inh	1%	-3%	1%	3%	-2%	0%	0%	-2%[11.5 µM]
Shiga toxin inh	82*	-20	-2	-5	-10	-20	-2	35
Tb PYK inh	-16%	-9%	4%	0%	-3%	3%	1%	-3%
Cycloheximide cs	18*	-1	1	9	-4	1	-4	0
Pf growth 96h	-29%	-1%	3.7µM*	1%	10%	?	98%[activator]	-3%
AmpC no deterg	-20%	-35%	-11%	-14%	-44%	-25%	-30%	-7%
Pf growth 48h	8%	?	.	.	21%	15%	3%	0%

# A draw from above in order of SMILES length, highest first.
23) COC(=O)c1ccc(CSc2nc3c(cnn3-c3ccc(Cl)cc3)c(=O)[nH]2)o1
16) CCC(=O)Nc1nnc(SCC(=O)Nc2ccc3c(c2)OCO3)s1
41) CCCCNC(=S)NC(=O)c1ccccc1Br
entry no.	23	16	41
LmPK inh	8%	-11%	1%
Shiga toxin inh	23	-8	82*
Tb PYK inh	1%	3%	-16%
Cycloheximide cs	-1	-1	18*
Pf growth 96h	6.6µM*	-1%	-29%
AmpC no deterg	-26%	-26%	-20%
Pf growth 48h	1%	25%	8%

# (next part)
49) O=C(O)CC(Cc1ccc(Cl)cc1)C(=O)NCC12CC3CC(CC(C3)C1)C2 (stereo not drawn)
50) CN(Cc1nc(-c2cccc(Cl)c2)no1)C1CCOCC1
51) O=C(O)CCc1nn2c3ccccc3n(CC(=O)O)c2nc1=O
52) CCOc1ccc(NC(=S)NC(=O)/C=C/c2ccco2)cc1
53) Cc1ccc(Cl)cc1NC(=O)COC(=O)c1ccc(CN2CCCC2=O)cc1
54) CCOC(=O)c1c(NC(=O)c2ccccc2Cl)sc2c1CCc1ccccc1-2
55) N#Cc1ccc(OCc2nnc(-c3ccc([N+](=O)[O-])cc3)o2)cc1
56) CCOC(=O)N1CCN(CC(O)COc2ccccc2C(C)(C)C)CC1 (stereo not drawn)
entry no.	49	50	51	52	53	54	55	56
LmPK inh	0%	2%	-3%	1%	.	1%	5%	8%
Shiga toxin inh	16	84*	-23	.	.	1	18	23
Tb PYK inh	0%	11%	5%	-8%	-5%	-18%	-2%	-7%
Cycloheximide cs	12	35*	6	13*	.	1	-2	1
Pf growth 96h	?	0%	11%	12µM*	?	?	85%[activator]	18%
AmpC no deterg	-3%	49%	0%	-30%	-18%	-31%	-46%	203%[activator]
Pf growth 48h	42%[activator]	200%[activator]	19%	-22%	-11%	?	393%[activator]	-3%

57) O=C(COc1ccc(Br)cc1)N(CCO)CCO
58) Cn1c(=S)[nH]c2[nH]c(=O)cnc2c1=O
59) CC(=O)Nc1ccc(NC(=O)CSC2=NS(=O)(=O)c3cc(Cl)ccc3N2)cc1
60) Cc1ccc(S(=O)(=O)N2CCOCC2)cc1C(=O)N1C(=O)c2cccc(N)c2C1=O
entry no.	57	58	59	60
LmPK inh	8%	4%	.	-1%
Shiga toxin inh	-4	-6	.	27
Tb PYK inh	4%	-2%	6%	3%
Cycloheximide cs	-2	-2	.	-1
Pf growth 96h	-8%	30%	66%[activator]	22%
AmpC no deterg	-16%	-14%	-14%	-12%
Pf growth 48h	25%	18%	12%	13%

# Screening data as filed in PubChem BioAssay.
